# Screens: PubChem, National Center for Advancing Translational Sciences (NCATS)
# MBNL1 CUG block: qHTS Assay for Inhibitors of MBNL1-poly(CUG) RNA binding; Muscleblind-like protein 1 (Homo sapiens), Q9NR56; TR-FRET MBNL1-His/biotin-(CUG)12 binding, 665/545 ratio; Potency, µM (titrated, usually from 57.5 µM), for the others: at the top dose activity change, negative = inhibition, actives largely listed as inhibitors; 280,000 tested, 0.036% active; AID 2675, 2010; active = well fitted inhibition curve with a large enough effect in the signal ratio, with a control signal flat, not every such curve was filed as active; inconclusive = small, poorly fitted or top-dose-only effect, or effect the other way, or a change in a side signal; inactive = no such curve, though single readings can be large or run the other way; the % refers to the signal ratio; also: % is scaled to controls: 0 for no effect and ±100 for the full control effect
#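 MBNL1-His + Biotin-(CUG)12, cpd titration 92 nM–58 uM; Tb anti-His Ab 0.055 ng/ul, SA-XL665 5 nM (final); 60 min RT; ratiometric 665/545 nm, Ex 340 nm; normalized to buffer and full-complex controls.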
# Gal4-VP16 FLuc: VP16 counterscreen qHTS for inhibitors of ROR gamma transcriptional activity; 310,000 tested, 3.5% active; Drosophila S2 Gal4-VP16 UAS-luciferase, luminescence, 20 h; Potency, µM (top dose mostly 53.6 µM), for the others: at the highest dose activity, negative = inhibition, usual class: inhibitors;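 also: Gal4-VP16 expression switched on by copper sulfate through the metallothionein promoter; % is scaled to controls: 0 for no effect and ±100 for the full control effect; nearly all actives have a fitted effect of over 50% in size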
# NPC1 promoter act: qHTS Assay for NPC1 Promoter Activators; Potency, µM (highest dose often 9.22 µM), for the others: at the highest dose activation, actives largely listed as activators; 320,000 tested, 2.4% active; Huh7 NPC1 promoter luciferase reporter, 24 h;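 also: % of control where 0% means no effect; nearly all actives have a fitted effect of over 60% in size; reporter is driven by a mutant NPC1 promoter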
#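 Compounds in DMSO were transferred onto Huh7 NPC1-luciferase reporter cells pre-incubated 2 h; after 24 h at 37 °C, Amplite reagent was dispensed and luminescence recorded 10 min later.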
# BRCA1 expr up: qHTS Assay to Identify Small Molecule Activators of BRCA1 Expression. MCF7-BRCA1-FFLuc reporter, luminescence, 48 h; response scale: scaled: vehicle 0%, 10 µM genistein 100%. Potency, µM (series often up to 46.1 µM), for inactives: top-dose activation, usual class: activators. 380,000 tested, 1.1% active. AID 624202, 2012; also: nearly all actives have a fitted effect of over 80% in size; some results filed as inactive show a strong effect at the top dose
#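 Luminescence from a BRCA1-driven firefly luciferase in MCF7 cells was read after 48 h compound exposure at 37 C. Data normalized against DMSO and a 10microM genistein activation control, then curve-fitted across the titration.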
# Rab9 prom act: qHTS Assay for Rab9 Promoter Activators. Huh7 Rab9 promoter-luciferase reporter, luminescence, 24 h. 320,000 tested, 2.8% active. AID 485297, 2010. Potency, µM (top dose mostly 9.22 µM), without a hit: at the top dose activation, negative = inhibition, hits mostly activators; also: % of control where 0% means no effect; nearly all actives have a fitted effect of over 60% in size
#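 Huh7 cells stably carrying a Rab9 promoter-luciferase reporter, 1500 cells per well in OP-MEM I with 10% FBS, treated with compound 24 hours at 37C. Luciferase activity read by luminescence after 10 minutes with Amplite reagent.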
# p53 reactivator: qHTS assay for re-activators of p53 using a Luc reporter. H1299 p53-A138V BP100-luciferase reporter, luminescence, 24 h. Potency, µM (series often up to 92.2 µM), without a hit: at the top dose activity change, positive = activation, usual class: activators. 320,000 tested, 0.063% active. AID 504706, 2011; also: % of control where 0% means no effect; nearly all actives have a fitted effect of over 45% in size
#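 H1299 (p53-null), stable ts p53-A138V + BP100-Luc; 1000 cells/well, Opti-MEM/10% FBS; cpd 4 pt, 1:5; 24 h, 37 deg C, 5% CO2; detection reagent 10 min RT; luminescence.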
# RORg inh: qHTS for inhibitors of ROR gamma transcriptional activity | 310,000 tested, 5.4% active | Potency, µM (series often up to 53.6 µM), inactives show at the highest dose activity change, negative = inhibition, actives largely listed as inhibitors | Drosophila S2 Gal4-RORgamma UAS-luciferase reporter, 20 h | AID 2551, 2010 | Nuclear receptor ROR-gamma (Mus musculus), P51450; also: % is scaled to controls: 0 for no effect and ±100 for the full control effect; nearly all actives have a fitted effect of over 60% in size
# Target sequence (P51450 whole entry, looked up, the tested form may be a part): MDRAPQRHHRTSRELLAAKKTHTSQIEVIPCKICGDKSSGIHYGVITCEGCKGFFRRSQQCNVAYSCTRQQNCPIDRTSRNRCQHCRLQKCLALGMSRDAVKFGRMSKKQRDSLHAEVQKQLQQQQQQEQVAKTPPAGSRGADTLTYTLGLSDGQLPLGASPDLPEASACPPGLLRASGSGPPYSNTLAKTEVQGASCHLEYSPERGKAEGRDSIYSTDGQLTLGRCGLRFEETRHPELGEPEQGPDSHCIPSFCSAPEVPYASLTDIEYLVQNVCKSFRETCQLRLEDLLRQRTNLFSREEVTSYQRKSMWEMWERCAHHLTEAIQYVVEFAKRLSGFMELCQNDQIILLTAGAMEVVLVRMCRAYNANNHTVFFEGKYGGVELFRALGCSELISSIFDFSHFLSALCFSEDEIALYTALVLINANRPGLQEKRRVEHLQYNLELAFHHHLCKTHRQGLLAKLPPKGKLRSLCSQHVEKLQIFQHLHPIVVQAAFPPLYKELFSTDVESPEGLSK
#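 Stably transfected Drosophila Schneider cells are the test system, with ROR gamma fused to Gal4 and luciferase under UAS control; luminescence is read after 20 hr of 700 uM copper sulfate induction at ambient temperature.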
# FLuc modulator: qHTS profiling assay for firefly luciferase inhibitor/activator using purifed enzyme and Km concentrations of substrates (counterscreen for miR-21 project); purified FLuc, Km substrates, luminescence inhibition; Potency, µM (highest dose often 57.5 µM), inactives show top-dose activity change, negative = inhibition, most hits filed as inhibitors; 360,000 tested, 6.9% active; Luciferin 4-monooxygenase (Photinus pyralis), P08659;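 also: plate controls were vehicle for no effect and reference inhibitor for full effect; nearly all actives have a fitted effect of over 55% in size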
# Target sequence (P08659 whole entry, looked up): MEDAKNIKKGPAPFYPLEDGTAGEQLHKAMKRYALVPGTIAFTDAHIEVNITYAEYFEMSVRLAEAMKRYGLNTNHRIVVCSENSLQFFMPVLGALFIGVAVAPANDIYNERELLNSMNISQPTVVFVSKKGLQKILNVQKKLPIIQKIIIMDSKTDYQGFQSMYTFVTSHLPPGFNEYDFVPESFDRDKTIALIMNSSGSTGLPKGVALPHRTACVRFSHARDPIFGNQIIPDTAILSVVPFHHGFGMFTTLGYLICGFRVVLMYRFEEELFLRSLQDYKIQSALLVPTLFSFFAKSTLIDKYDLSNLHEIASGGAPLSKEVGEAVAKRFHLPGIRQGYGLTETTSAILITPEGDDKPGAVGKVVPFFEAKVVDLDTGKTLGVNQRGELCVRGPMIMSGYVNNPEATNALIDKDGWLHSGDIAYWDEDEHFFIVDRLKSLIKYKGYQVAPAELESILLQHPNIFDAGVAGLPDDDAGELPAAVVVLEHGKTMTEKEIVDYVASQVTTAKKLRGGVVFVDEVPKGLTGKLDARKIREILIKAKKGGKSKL
#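 Purified P. pyralis luciferase, 10 nM final, with Km-level 10 uM D-luciferin and 10 uM ATP in 50 mM Tris acetate pH 7.5, 10 mM Mg acetate, 0.01% Tween-20, 0.05% BSA; 6-point qHTS titration about 60 µM downward; luminescence read.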
# ELG1 genotox: qHTS screen for small molecules that induce genotoxicity in human embryonic kidney (HEK293T) cells expressing luciferase-tagged ELG1; 330,000 tested, 1.3% active; Potency, µM (highest dose often 46 µM), inactives show at the top dose activity change, positive = activation, usual class: activators; HEK293T ELG1-luciferase reporter, luminescence, 16 h; AID 504466, 2011; also: % of control where 0% means no effect; nearly all actives have a fitted effect of over 60% in size
#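 DMSO vehicle served as control against compound-treated ELG1-luciferase HEK293T cells; exposure lasted 16 hr at 37 °C and 5% CO2, followed by ONE-Glo luminescence detection after 30 min.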
# uPA generation: qHTS for Inhibitors of Cell Surface uPA Generation. cell surface uPA generation assay, qHTS. Potency, µM (titrated, usually from 38.3 µM), for the others: at the top dose activity change, negative = inhibition, usual class: inhibitors. 330,000 tested, 0.31% active; active = well fitted inhibition curve with a large enough effect; inconclusive = small, poorly fitted or top-dose-only effect; inactive = no such curve, though single readings can be large or run the other way; tested in mouse RAW 264.7 cells; also: % is scaled to controls: 0 for no effect and ±100 for the full control effect; nearly all actives have a fitted effect of over 55% in size
# * = called active by the depositor; ? = inconclusive; nt = no result given; [ ] = another dose, or the depositor's remark. Unless noted, calls follow the shape of the dose curve; as a rule, active = well fitted curve in the direction sought with a large enough effect; inconclusive = small, poorly fitted or top-dose-only effect, or another doubt; inactive = no such curve, though single readings can be large; an effect the other way counts as inactive or inconclusive. Potency is read from the fitted curve at half-maximal effect.
cpd	SMILES	MBNL1 CUG block	Gal4-VP16 FLuc	NPC1 promoter act	BRCA1 expr up	Rab9 prom act	p53 reactivator	RORg inh	FLuc modulator	ELG1 genotox	uPA generation
1	CN(C)S(=O)(=O)c1ccc(N2CCCC2)c(C(=O)Nc2ccc(C(N)=O)cc2)c1	nt	nt	-4%	-6%	1%	-4%	nt	1%	10%	-6%
2	CCCNc1ccc(C(=O)OCC)cc1[N+](=O)[O-]	?	-7%	?	80%	?	24%	4%	27µM*	?	0%
3	Cc1cc(Cl)c(S(=O)(=O)N(C)C)cc1OCC(N)=O	?	-8%	1%	18%	-1%	5%	-17%	3%	2%	1%
4	O=C(NCc1ccc(N2CCCC2=O)cc1)Nc1ccccc1	-8%	1%	1%	10%	-1%	4%	2%	-2%	7%	5%
5	CC(C)(C)NS(=O)(=O)c1cc(C(=O)O)ccc1Cl	-2%	9%	-3%	-2%	-4%	6%	-3%	-8%	0%	0%
6	COc1cc(/C=C/C(=O)Nc2nnc(C(C)(C)C)s2)cc(OC)c1OC	12%	-7%	3%	6%	-1%	-10%	?	-5%	0%	7%
7	CCCCn1c(N)c(NCC(C)C)c(=O)[nH]c1=O	-10%	-6%	0%	-11%	13%	-6%	-6%	-1%	-3%	5%
8	CCC(C(=O)N1CCN(c2ccccc2OC)CC1)c1ccccc1 (stereo not given)	6%[11.5 µM]	-4%	-14%	-60%	-8%	7%	33%	1%	-1%	-7%
9	O=[N+]([O-])c1c(NCCO)cc(N2CCC3(CC2)OCCO3)c2nonc12	?	-10%	0%	3%	-12%	-6%	?	7%	1%	21%
10	CC(C)(C)NC(=O)CN(C(=O)CCC(=O)Nc1nccs1)c1ccc(F)cc1	-2%	-1%	-2%	0%	-2%	nt	12%	1%	-5%	-49%
11	Cn1c(=O)[nH]c(=O)c2c1nc(CN1CCN(c3cccc(Cl)c3)CC1)n2Cc1ccccc1Cl	-4%	-2%	-4%	-10%	-1%	-1%	0%	0%	-11%	13%
12	CCOC(=O)N1CCN(C(=O)CSc2ccc3nnc(CCNC(=O)c4ccc(OC)cc4)n3n2)CC1	-6%	1%	-1%	1%	0%	0%	4%	-1%	-3%	1%
13	Cc1ccc(C)c(OCCNc2ccc([N+](=O)[O-])cn2)c1	19%	8%	-1%	-3%	-7%[1.84 µM]	-2%	0%	0%	-4%	3%
14	CCOC(=O)C1CCN(C(=O)CNS(=O)(=O)c2ccc(Br)s2)CC1	-4%	0%	0%	-11%	23%	-20%	14%	-1%	1%	nt
15	Oc1ccc2ccccc2c1CN1CCN(c2ccccc2)CC1	-2%	12%	-1%	-1%	-18%	1%	7%	-1%	1%	3%
16	Cc1nc2ccc(C(=O)N3CCN(c4ccccn4)CC3)cc2s1	-12%	1%	1%	6%	2%	3%	34%	8%	4%	5%
17	Cc1c([N+](=O)[O-])cc(C(=O)NCc2ccc(F)cc2)cc1[N+](=O)[O-]	?	10%	-4%	-8%	27%	1%	20%	4%	-3%	1%
18	CCOC(=O)C1=C(C)N(C[C@@H]2CC[C@@H](Cc3ccc4cc(OC)ccc4c3)O2)C(=O)NC1c1ccc(OC)cc1 (stereo not given in full)	nt	nt	nt	-20%	nt	-1%	nt	nt	-3%	-17%
19	CCN(CC)S(=O)(=O)c1cc(C(=O)Nc2ccccn2)ccc1C	0%	-6%	2.2µM*	43%	1.8µM*	?	?	-8%[2.3 µM]	?	nt
20	Cc1cc(C)c(NC(=O)Nc2ccc3c(c2)OCO3)c(C)c1	-7%	-16%	17%	?	26%	23%	32%	?	?	3%
21	CC(C)n1c(SCC(=O)Nc2ccccc2)nc2c1c(=O)n(C)c(=O)n2C	4%	0%	-5%	-4%	-9%	-25%	?	1%	3%	0%
22	O=C(COc1ccc(Cl)cc1Cl)N1CCCC1	-11%	0%	-1%	7%	-5%	-2%	10%	-5%	-6%	-14%
23	CCOc1ccccc1NC(=O)C1CCC(=O)N1S(=O)(=O)c1ccc(C)cc1 (stereo not given)	0%	4%	0%	8%	-1%	-4%	-27%	2%	6%	2%
24	Nc1ccc2oc(-c3cccs3)nc2c1	32%[activator]	-7%	3.2µM*	?	3.5µM*	?	22%	12µM*	9.2µM*	-6%
25	COc1cc(=O)[nH]c(=O)n1C(=O)Cc1ccccc1	-13%	-12%	1%	-12%	0%	-3%	0%	3%	0%	-2%

# (list continues)
cpd	SMILES	MBNL1 CUG block	Gal4-VP16 FLuc	NPC1 promoter act	BRCA1 expr up	Rab9 prom act	p53 reactivator	RORg inh	FLuc modulator	ELG1 genotox	uPA generation
26	Cc1cc(NC(=O)c2ccc(Cl)cc2)n(CCC#N)n1	-3%	-4%	-2%	-14%	0%	3%	27%	-9%	6%	-3%
27	CCc1c(C)nc2[nH]nc(-c3ccccc3C)n2c1=O	-1%	?	1%	30%	0%	20%	-40%	?	2%	-5%
28	COC(=O)c1ccsc1NC(=O)CS(=O)(=O)c1ccccc1	nt	nt	-2%	1%	-2%	1%	nt	2%	3%	-6%
29	CCN(CC(=O)Nc1c(F)cccc1F)C(=O)CCc1ccc(OC)cc1	-4%	-4%	0%	-9%	8%	2%	0%	1%	-1%	0%
30	CCOC(=O)c1c(S(=O)(=O)N2CCc3ccccc32)c(C)n(C)c1C	-7%	1%	-1%	-6%	0%	-6%	-3%	1%	0%	-7%
31	C=CCn1c(COc2ccccc2)nnc1SCC(=O)O	1%	3%	3%	0%	-3%	-2%	3%	-1%	1%	-5%
32	CNC(=O)c1cc2c(=O)n3cccc(C)c3nc2n(C(C)C)c1=N	?	1%	-1%	6%	1%	-9%	-40%	3%	0%	-4%
33	CC(=O)Nc1ccc(NC(=O)CSc2nnc(-c3ccco3)o2)cc1	-2%	15%	-2%	-8%	-4%	0%	7%	2%	1%	-8%
34	Cn1cc(CN(CCCN2CCOCC2)C(=S)Nc2cccc(Cl)c2)c2ccccc21	-6%	?	1%	-95%[inhibitor]	-3%	-15%	?	3%	-5%	-5%
35	COc1ccc(Cc2nc3ccc(C(=O)N4CCC(N(C)C)C4)cc3o2)cc1 (stereo not given)	5%	1%	0%	-9%	1%	-4%	7%	-1%	8%	4%
36	O=c1[nH][nH]c(C(F)(F)F)c1C=Nc1ccccc1	5%	-6%	0%	-2%	2%	-1%	-11%	-8%	-1%	2%
37	Cc1nccc2[nH]c(=O)c(C(=O)NC3CCCCC3C)cc12 (stereo not given)	9%	-3%	-1%	3%	13%	11%	29%	1%	18%	6%
38	CCc1cccc(NC(=O)COc2ccccc2)c1	1%	16%	14%	12%	27%	9%	15%	?	?	2%
39	Cc1c(C)n(C)c2ccc(C(=O)NCCCN3CCN(C)CC3)cc12	-7%	2%	-2%	4%	0%	-7%	3%	13%	3%	0%
40	CCCCC(=O)Nc1cc(OC)c(NC(=O)C2CCCCC2)cc1OC	0%	4%	-1%	-3%	-6%	5%	15%	0%	-4%	5%
41	CN(C)CCN(C(=O)c1cccc(N2C(=O)CCC2=O)c1)c1nc2ccc(Br)cc2s1	0%	20%	-2%	63%	-3%	?	2%	-1%	1%	16%
42	O=c1nc(-c2ccccc2)c2cc(Cl)ccc2[nH]1	?	0%	2%	-3%	-3%	-3%	5%	-4%	1%	-20%
43	CC[C@@H](C)[C@H](CN[C@H](CNC)[C@@H](C)O)NCCc1ccc(OC)cc1	0%	0%	-4%	-7%	-1%	12%	-10%	-1%	6%	2%
44	COc1ccc(NC(=O)COC(=O)c2ccc(N3CCCC3=O)cc2)cc1	nt	nt	3%	2%	-1%	?	nt	nt	-1%	-18%
45	O=C(CNC(=O)c1cccc(F)c1)OCCOc1cccc(Cl)c1	nt	nt	0%	5%	-2%	-1%	nt	1%	2%	1%
46	COc1ccc(CNC(=O)CN(Cc2ccc(OC)cc2)C(=O)c2csnn2)cc1	-6%	10%	0%	-4%	-4%	-1%	?	0%	-2%	16%
47	N#CC(C#N)=C1c2cc(S(=O)(=O)NCCO)ccc2-c2ccc(S(=O)(=O)NCCO)cc21	?	?	-3%	-1%	0%	9%	-2%	-1%	0%	7%
48	CCCc1cc(=O)oc2c(C)c(OCC(=O)NCCN3CCOCC3)ccc12	-6%	3%	2%	2%	-3%	-6%	-8%	-1%	6%	-18%
49	Cc1ccc(CSC2=NCCN2C(=O)c2ccc([N+](=O)[O-])cc2)cc1	?	-12%	-3%	3%	-9%	0%	-12%	4%	-6%	6%
50	COc1cccc(CN(C)C(=O)C23CC4CC(CC(NC(C)=O)(C4)C2)C3)c1OC	-7%	-6%	1%	4%	5%	-2%	19%	2%	-8%	-2%
51	CC(C)(C)c1ccc(C(=O)NNC(=O)C(=O)N2CCCCC2)cc1	-3%	7%	19%	58%	5%	5%	5%	-11%	8%	-12%
